# Screens as filed in PubChem BioAssay.
# Bcl-xL primary – inhibitors of human Bcl-xL; Q07817; GST-Bcl-xL / FITC-Bim BH3 peptide fluorescence polarization; inhibition, % at 10.9 µM; actives 0.7% (n = 320,000); AID 2129;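 active = inhibition above the mean of all tested compounds plus 3 SD, cutoff set per campaign, cut at about 30% in these data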;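 also: 0% = DMSO wells and 100% = unlabeled Bim-BH3 peptide competitor; inhibitors lower millipolarization by displacing the labeled peptide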
# MCL1 BIM primary – disrupts human MCL1 binding to BIM-BH3 peptide | inhibition, % at 10.9 µM | actives 0.68% (n = 320,000) | GST-MCL1 / FITC-Bim-BH3 fluorescence polarization;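 active = inhibition above the mean inhibition of all tested compounds plus 3 SD, set per campaign, cut at about 40% in these data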;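 also: 0% = DMSO wells and 100% = unlabeled Bim-BH3 peptide control; higher means more loss of mP so more displacement of Bim peptide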
# GLD-1 TGE inh – GLD-1-TGE RNA interaction inhibition (C. elegans); inhibition, % at 5.96 µM; actives 0.44% (n = 320,000); purified GLD-1 + fluorescein TGE RNA, fluorescence polarization; Q17339;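 active = percent inhibition above a per-plate cutoff, the plate mean of test compounds plus 3 SD, cut at about 30% in these data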;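 also: 0% = DMSO wells with GLD-1 and probe and 100% = wells lacking GLD-1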
# PME-1 inh – blocks human protein phosphatase methylesterase 1; actives 0.53% (n = 320,000); AID 2130; inhibition, % at 5.9 µM; recombinant PME-1, FP-Rh probe fluorescence polarization;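 active = inhibition above the campaign mean of all compounds plus 3 SD, cut at about 26% in these data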;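 also: competitive labeling of PME-1 active site by serine hydrolase directed probe; 0% = PME-1 with DMSO and 100% = wells lacking PME-1 enzyme; inhibitors block probe labeling so polarization falls and inhibition rises; many of its hits are not listed in these tables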
# MEX-5 binding – C. elegans MEX-5 TCR-2 RNA binding activity; Q9XUB2; AID 1832; MEX-5/FITC-TCR2 RNA binding, fluorescence polarization; hits give low values; activity score (negative = inhibition of binding), % at 10 µM; actives 0.38% (n = 300,000);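 active = inhibition past about -25% in most replicates, and total fluorescence under double the plate's negative control median, limit read from the data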;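 also: 0% = DMSO and -100% = 5 µM competing unlabeled TCR2 RNA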
# Efflux pump inh – blocks antifungal efflux pumps in multiplex yeast assay; S. cerevisiae Candida pump triplex, Nile Red efflux; inhibition, % at 10 µM; actives 0.44% (n = 330,000); AID 485275;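 active = plate passing quality check with inhibition over a set limit, or well fluorescence over plate mean plus 4 SD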;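 also: Nile Red retained in pooled yeast measured as flow cytometry median fluorescence; 0% = buffer negative control and 100% = Enniatin B positive control; higher means more Nile Red kept so more efflux inhibition; some compounds called inactive have numbers as strong as hits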
# Fam108B counter – Fam108B inhibition, counter-screen for RBBP9 inhibitors; recombinant Fam108B, FP-Rh probe fluorescence polarization; inhibition, % at 9.51 µM; actives 0.33% (n = 300,000); AID 1947;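 active = inhibition above the screen mean inhibition plus 3 SD, computed separately per campaign, cut at about 18% in these data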;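 also: inhibitors lower polarization as less probe binds the enzyme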
# VLA-4 inh – inhibition in a human VLA-4 binding assay. inhibition, % (about 7 µM as worked out from the volumes in the protocol). actives 0.2% (n = 330,000). AID 2557. VLA-4 expressing cells, ligand binding flow cytometry. P13612; in the data active = inhibition above about 50%
# Target sequence (P13612 whole entry, looked up): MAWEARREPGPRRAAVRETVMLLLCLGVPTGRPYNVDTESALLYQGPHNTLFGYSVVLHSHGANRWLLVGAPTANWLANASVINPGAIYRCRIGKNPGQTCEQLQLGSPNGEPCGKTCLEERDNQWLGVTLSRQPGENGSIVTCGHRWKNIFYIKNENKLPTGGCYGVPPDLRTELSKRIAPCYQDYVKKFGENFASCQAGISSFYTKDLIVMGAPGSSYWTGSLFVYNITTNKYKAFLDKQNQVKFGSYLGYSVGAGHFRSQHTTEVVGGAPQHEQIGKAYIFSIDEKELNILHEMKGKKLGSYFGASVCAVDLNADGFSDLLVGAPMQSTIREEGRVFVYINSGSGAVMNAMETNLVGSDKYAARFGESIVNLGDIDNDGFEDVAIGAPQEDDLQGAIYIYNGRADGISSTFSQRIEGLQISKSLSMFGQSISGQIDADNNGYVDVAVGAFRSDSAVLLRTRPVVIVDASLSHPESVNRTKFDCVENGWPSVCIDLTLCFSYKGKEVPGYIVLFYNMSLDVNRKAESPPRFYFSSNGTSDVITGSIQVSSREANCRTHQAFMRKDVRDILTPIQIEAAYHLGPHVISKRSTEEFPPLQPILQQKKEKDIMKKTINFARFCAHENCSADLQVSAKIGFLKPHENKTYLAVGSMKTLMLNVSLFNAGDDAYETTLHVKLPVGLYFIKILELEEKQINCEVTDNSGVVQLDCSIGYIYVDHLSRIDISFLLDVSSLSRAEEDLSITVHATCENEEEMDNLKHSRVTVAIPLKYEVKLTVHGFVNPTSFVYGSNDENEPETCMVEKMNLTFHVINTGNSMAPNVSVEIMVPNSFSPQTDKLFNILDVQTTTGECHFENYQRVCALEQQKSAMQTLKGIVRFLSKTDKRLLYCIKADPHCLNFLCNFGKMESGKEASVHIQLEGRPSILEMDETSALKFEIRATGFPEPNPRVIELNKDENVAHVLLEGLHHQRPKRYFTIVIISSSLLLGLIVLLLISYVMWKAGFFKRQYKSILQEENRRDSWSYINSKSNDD
# GRK2 aptamer HTS – blocks RNA aptamer binding to human GRK2; P25098; bead flow cytometry, FAM-aptamer displacement from GRK2; inhibition of aptamer binding, % at 10 µM; actives 0.59% (n = 330,000);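 active = inhibition of aptamer binding above 40%, roughly 3 SD of noise, on plates passing a quality check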;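 also: median bead fluorescence of bound FAM aptamer so fluorescent compounds give negative values; no value below 0 was filed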
# The depositor's hits bear a star; / = not tested or not shown. An excerpt, so the mix of outcomes need not match the whole.
# Results follow in this order: Bcl-xL primary	MCL1 BIM primary	GLD-1 TGE inh	PME-1 inh	MEX-5 binding	Efflux pump inh	Fam108B counter	VLA-4 inh	GRK2 aptamer HTS
CCNc1nc(NCC)nc(N/N=C/c2ccc(O)c(OC)c2)n1
  5.4	9.1	8.7	-4.9	0.3	-0.1	-4.6	1.7	0.0
CCCCc1nnc(NC(=O)c2ccc(-n3cncn3)c([N+](=O)[O-])c2)s1
  2.2	0.8	2.5	0.2	2.2	-0.1	3.9	-6.3	0.0
Nc1ccc2nn(-c3cccc4ccccc34)nc2c1
  -1.0	22.4	9.4	7.6	-0.7	0.1	6.7	0.0	0.0
Cc1ccc(Cc2cnc(N3C(=N)SC(c4ccccc4)C3=O)s2)cc1 (stereo not drawn)
  0.3	8.1	1.4	-2.9	-0.4	0.1	6.0	11.4	0.0
CCOC(=O)CSc1nc(C)c(C(C)=O)cc1C#N
  -1.3	-0.2	-1.5	-8.6	-0.3	-0.1	0.2	4.3	0.0
Cc1cccc(Cn2c(N(C)Cc3ccccc3)nc3c2c(=O)[nH]c(=O)n3C)c1
  2.8	2.3	0.2	4.2	-0.9	-0.2	2.1	33.6	4.0
O=C1c2ccccc2N2C(=O)c3ccccc3C2N1O (stereo not drawn)
  16.4	11.8	1.8	-3.5	-5.4	0.1	3.1	8.1	0.0
C[C@@H](C(=O)NC1CCN(Cc2ccccc2)CC1)N1C(=O)N2CCc3c([nH]c4ccccc34)[C@@]2(C)C1=O
  3.7	1.6	-1.4	-1.6	0.6	-0.3	0.7	38.0	0.0
CCCOCC(O)CC(Cc1ccccc1)C(=O)NN (stereo not drawn)
  0.2	1.5	-0.8	2.2	/	0.0	2.2	7.1	0.0
Cn1c(Cc2cccs2)nnc1SCC(=O)N1CCCc2ccccc21
  1.8	-3.5	2.5	5.0	-0.4	0.3	-0.4	8.1	5.0
O=C1CN(C(=O)COc2ccc(F)cc2Cl)c2ccccc2N1
  -5.1	-0.4	1.6	-2.5	-1.2	0.1	0.3	8.2	0.0
Cc1cc(NC(=O)CNCC(c2ccccc2)N(C)C)c([N+](=O)[O-])cc1C (stereo not drawn)
  2.0	-2.8	-1.2	0.4	-0.4	-0.3	-0.6	-12.0	0.0
CCC(C)(C)n1nnnc1C(c1cc2ccc(OC)cc2[nH]c1=O)N1CCc2ccccc21 (stereo not drawn)
  8.3	5.7	2.2	4.9	2.2	-0.4	-0.3	7.1	0.0
C=CCn1c(SCC(=O)N(C)C)nc2sc3c(c2c1=O)CCC3
  1.6	1.2	3.5	0.3	2.3	0.0	4.1	-3.1	0.0
CCOP(=O)(c1ccc(N(C)C)cc1)C(O)c1ccncc1 (stereo not drawn)
  4.8	7.8	0.6	-0.2	-2.8	0.0	-1.6	16.3	0.0
Cc1nn(Cc2ccccc2)c(C)c1NC(=O)CCCn1nc([N+](=O)[O-])c(Cl)c1C
  3.9	3.8	0.9	1.4	1.5	0.0	-0.7	-0.3	1.0
Cn1nc(-c2ccccn2)nc2c(=O)n(C)c(=O)nc1-2
  16.8	19.5	10.6	36.5*	-8.9	0.0	62.1*	33.2	0.0
COc1ccccc1OCc1cc(C(=O)N2CCCC(OCc3cccnc3)C2)no1 (stereo not drawn)
  4.4	-8.7	-9.0	3.3	0.1	-0.1	-9.1	9.7	0.0
CCN(CC)C(=N)/C(C#N)=N/Nc1ccccc1
  1.6	2.8	7.1	3.7	-1.1	0.1	2.7	25.0	0.0
Cc1ccc(NC(=O)Nc2cccc(Cl)c2)c(C(=O)O)c1
  0.1	-2.6	4.9	1.8	-2.3	0.0	-1.4	-5.5	1.0
Oc1cc(Nc2ccncc2)cc2cccnc12
  /	/	6.1	/	/	-0.2	/	19.4	0.0
CC1(C)NC(=O)N(CC(O)CN2CCCC2)C1=O (stereo not drawn)
  1.5	-5.6	3.2	1.1	1.7	-0.3	-6.0	-0.9	3.0
Cc1oc(=O)c(NC(=O)c2ccccc2)cc1C(N)=O
  -2.4	1.3	0.3	-0.5	2.7	0.0	-1.7	0.9	2.0
O=C(CN1C(=O)CSc2ccccc21)NC1CCCC1
  0.2	2.6	2.5	-0.2	0.4	-0.1	0.3	5.0	0.0
COc1ccc(NC2CS(=O)(=O)CC2NCc2ccccc2)cc1 (stereo not drawn)
  1.5	10.3	2.5	-2.1	1.3	-0.1	4.5	21.0	0.0
CC(C)(C)n1nc2c(c1NC(=O)c1ccccc1F)CS(=O)C2 (stereo not drawn)
  0.4	-2.0	0.3	-3.1	-0.7	-0.1	-1.8	3.3	0.0
CC1CCc2c(c3ccccc3[nH]c2=O)O1 (stereo not drawn)
  -0.8	-0.5	3.2	-5.8	-0.3	0.0	0.7	13.1	2.0
O=C(Cn1ccc(NC(=O)OCc2ccccc2)nc1=O)NCCc1ccccn1
  2.3	1.9	1.3	-6.2	/	-0.1	/	12.3	0.0
CCn1c(COc2c(C)cccc2C)nnc1SCc1nc2ccccc2c(=O)[nH]1
  -9.4	-5.3	3.4	7.3	-1.4	0.1	-0.1	14.3	0.0
COc1ccccc1NC(=O)C(C)Sc1nccn1C (stereo not drawn)
  1.8	4.8	3.0	-4.4	/	0.5	/	10.0	0.0

# Arranged by length of the SMILES (lowest first): some entries from above.
# Results follow in this order: Bcl-xL primary	MCL1 BIM primary	GLD-1 TGE inh	PME-1 inh	MEX-5 binding	Efflux pump inh	Fam108B counter	VLA-4 inh	GRK2 aptamer HTS
COc1ccccc1NC(=O)C(C)Sc1nccn1C (stereo not drawn)
  1.8	4.8	3.0	-4.4	/	0.5	/	10.0	0.0
COc1ccc(NC2CS(=O)(=O)CC2NCc2ccccc2)cc1 (stereo not drawn)
  1.5	10.3	2.5	-2.1	1.3	-0.1	4.5	21.0	0.0
CCn1c(COc2c(C)cccc2C)nnc1SCc1nc2ccccc2c(=O)[nH]1
  -9.4	-5.3	3.4	7.3	-1.4	0.1	-0.1	14.3	0.0

# Additional entries
# Results follow in this order: Bcl-xL primary	MCL1 BIM primary	GLD-1 TGE inh	PME-1 inh	MEX-5 binding	Efflux pump inh	Fam108B counter	VLA-4 inh	GRK2 aptamer HTS
Clc1cccc(CN2CCc3c([nH]c4ccccc34)C2)c1Cl
  -2.7	-0.8	-4.1	-0.7	-2.9	-0.2	-2.1	15.7	0.0
Cc1cc(C)c(OCC(O)CN2CCN(C(=O)c3ccccc3)CC2)c(C)c1 (stereo not drawn)
  -3.2	-6.7	6.5	2.3	-0.1	0.1	2.6	25.2	0.0
Fc1ccc(N2N=C(c3cccs3)CC2c2ccccc2)cc1 (stereo not drawn)
  7.3	1.6	4.2	-0.4	0.8	0.2	1.3	6.2	5.0
COc1ccccc1NC(=O)COC(=O)c1ccccc1C(=O)N1CCN(c2ccccc2)CC1
  42.1*	43.7*	33.1*	-1.4	-4.8	0.0	-2.6	0.0	1.0
COC(=O)c1ccc(N=Cc2c(C(F)(F)F)[nH]n(C)c2=O)cc1
  0.8	0.0	0.1	1.9	0.9	0.0	2.0	-5.2	0.0
Nc1ccc(-c2nc3ccc(C(=O)O)cc3s2)cc1
  7.1	11.9	0.7	-6.2	-2.8	-0.1	2.1	-2.8	1.0
CCOc1c(Cl)cc(/C=C/C(=O)N(CC)CC(=O)NCc2cccs2)cc1OC
  -2.0	-1.8	2.4	3.8	-0.3	0.0	0.8	-1.2	0.0
Cc1cccc(C)c1N1CCN(C(=O)Cn2cncn2)CC1
  8.6	0.0	3.1	-3.5	-0.1	-0.1	5.3	5.0	0.0
O=C(COC(=O)c1cccnc1Cl)NCc1ccco1
  3.4	1.2	0.5	-3.0	0.8	-0.1	-3.4	-0.5	7.0
O=C(Cc1n[nH]c(=O)c2ccccc12)Nc1ccc(-c2nnc3n2CCCCC3)cc1
  -14.9	-15.7	2.9	-3.8	1.6	0.0	1.6	4.8	0.0
COc1ccccc1/C=[N+](\[O-])C1SC(=S)N(C)C1(C)C (stereo not drawn)
  -7.0	-2.2	0.8	0.0	0.4	0.0	4.1	10.7	0.0
COc1ccc(CC(=O)N2CCN(c3ccc(C4=NNC(=O)CC4C)cc3)CC2)cc1 (stereo not drawn)
  4.6	7.4	2.9	0.7	0.3	-0.1	0.4	35.9	6.0
COc1cc(/C=N/NC(=Nc2ccc(C)cc2)c2nc3ccccc3s2)ccc1O
  2.1	-6.4	9.0	9.8	0.4	-0.1	-4.8	-22.2	0.0
Cc1c(Br)c([N+](=O)[O-])nn1C(C)C(=O)N1CCCc2ccccc21 (stereo not drawn)
  9.6	6.3	2.9	3.7	-2.0	0.0	-3.0	6.8	1.0
c1ccc2c(c1)[nH]c1c(N3CCC4(CC3)OCCO4)ncnc12
  -2.1	-10.1	-2.2	0.8	-2.5	0.2	-7.8	-2.8	6.0
CCOC(=O)N1CCN(C(=O)CSCc2nc(-c3ccccc3F)oc2C)CC1
  5.5	5.9	2.0	-7.5	-2.1	0.0	6.0	0.0	2.0
C=CCSc1ncc(-c2ccccc2)cn1
  2.8	-9.2	-3.0	-3.2	-0.9	-0.1	1.1	14.2	0.0
Cc1cc(C(=O)N/N=C2\CC(=O)CC(C)(C)C2)c2ccccc2n1
  18.1	21.8	63.0*	2.2	-4.1	0.0	1.9	2.6	0.0
Cc1cc(NC(=O)C2C3C(=O)N(CCC(C)C)C(C(=O)NCc4ccccc4)C34C=CC2(C)O4)no1 (stereo not drawn)
  -1.1	-1.1	4.4	-8.0	1.0	0.0	-3.3	5.4	0.0
CCCCNc1nnc(SCC(=O)c2c(N)n(CCC)c(=O)[nH]c2=O)s1
  0.8	-0.6	1.9	0.7	/	0.0	/	2.9	5.0
CC[C@@H](C)[C@@H]1CN([C@@H](C)CN2CCC[C@H]2CN2C(N)=NC[C@@H]2Cc2ccccc2)C(=N)N1CCCC1CCCC1
  /	/	-0.8	/	/	0.2	/	-7.0	0.0
CSc1ccccc1NC(=O)CN(C)CC(=O)Nc1ccccc1C(F)(F)F
  -8.5	-9.5	-7.1	7.9	0.3	-0.1	-0.3	-5.7	0.0
O=C(N/N=C/c1ccc([N+](=O)[O-])o1)c1ccc(O)cc1
  10.3	17.5	8.4	7.9	-2.0	0.1	3.9	34.7	4.0
Cc1c(Nc2cc(N3CCCC(C)C3)c3nonc3c2[N+](=O)[O-])c(=O)n(-c2ccccc2)n1C (stereo not drawn)
  -1.9	-0.4	0.2	-9.2	1.7	0.0	-2.9	-0.2	0.0
COc1ccc(N2Cc3ccc(OC)c(OC)c3C2=O)cc1
  7.9	7.6	0.0	-3.3	-0.9	-0.1	1.9	-6.1	0.0
Cc1ccccc1N(C(=O)Cc1c[nH]c2ccccc12)C(C(=O)NC1CCCCC1)c1ccco1 (stereo not drawn)
  -5.4	-7.2	-7.4	-1.7	3.7	0.6	-4.0	5.5	0.0
CC(C)CN(C(=O)CN1CCCCCC1)c1c(N)n(CC(C)C)c(=O)[nH]c1=O
  7.1	2.3	0.5	0.0	2.9	-0.1	-0.1	-9.1	4.0
COCCN1C(=O)N(c2cccc(OC)c2)C(=O)C1CC(=O)Nc1ccc(OC)cc1 (stereo not drawn)
  3.1	9.4	4.8	-4.6	1.4	-0.1	0.2	-13.2	3.0
O=C(NC1CCCCCC1)c1ccc(CS(=O)(=O)Cc2ccccc2F)o1
  2.2	7.5	-6.8	1.7	-4.4	-0.1	2.9	-1.4	0.0
